TRHR PAM: allosteric enhancers of human TRH receptor | TRHR cells, fluo-8 calcium fluorescence, EC20 TRH enhancement | enhancement, % at 2 µM | actives 0.66% (n = 360,000); in the data active means enhancement above about 30%; further: 0% is about no effect
Target sequence (P34981 whole entry, looked up): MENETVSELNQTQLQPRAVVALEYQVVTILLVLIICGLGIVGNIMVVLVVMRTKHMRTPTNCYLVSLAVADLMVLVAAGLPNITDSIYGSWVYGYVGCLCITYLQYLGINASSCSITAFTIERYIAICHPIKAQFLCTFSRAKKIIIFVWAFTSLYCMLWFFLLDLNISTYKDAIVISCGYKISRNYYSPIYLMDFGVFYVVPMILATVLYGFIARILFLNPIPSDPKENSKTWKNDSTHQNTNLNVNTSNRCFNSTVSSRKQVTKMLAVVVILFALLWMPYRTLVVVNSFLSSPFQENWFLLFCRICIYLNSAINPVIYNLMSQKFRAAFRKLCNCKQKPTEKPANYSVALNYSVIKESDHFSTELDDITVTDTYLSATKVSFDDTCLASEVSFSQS
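TRHR-expressing cells loaded with fluo-8 calcium dye were read kinetically (ex 480/em 530) during compound addition, then stimulated with an EC20 of TRH (10 nM final). Enhancement of the Gq-mediated intracellular calcium response was scored.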
D1 antag: human D1 dopamine receptor antagonism; activity change, negative = inhibition, % at 10 µM; HEK293 TREx D1 cells, calcium flux, dopamine EC80; hits give low values; actives 3.2% (n = 360,000); in the data active means activity change below about -30%; further: on the % scale 0 is the no-effect control and ±100 the full control effect
Target sequence (P21728 whole entry, looked up): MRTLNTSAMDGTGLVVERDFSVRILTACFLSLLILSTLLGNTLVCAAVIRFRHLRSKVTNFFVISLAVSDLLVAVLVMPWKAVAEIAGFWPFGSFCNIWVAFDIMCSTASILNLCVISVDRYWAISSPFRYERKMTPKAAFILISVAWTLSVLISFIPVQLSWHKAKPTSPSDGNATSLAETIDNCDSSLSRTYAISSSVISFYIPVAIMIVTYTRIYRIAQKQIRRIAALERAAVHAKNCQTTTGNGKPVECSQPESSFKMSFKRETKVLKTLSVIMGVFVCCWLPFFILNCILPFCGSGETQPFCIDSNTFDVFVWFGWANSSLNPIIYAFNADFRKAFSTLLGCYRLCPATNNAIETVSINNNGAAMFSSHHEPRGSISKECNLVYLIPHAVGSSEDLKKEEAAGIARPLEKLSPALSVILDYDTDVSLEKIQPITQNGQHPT
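After overnight tetracycline induction at 30 C, force-coupled D1 HEK293 cells took up a no-wash calcium dye at room temperature. Compounds were added and monitored 180 s, and the response to EC80 dopamine was then recorded.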
RXFP1 agonist: RXFP1 (human) receptor agonism. HEK293T-RXFP1 cAMP TR-FRET, 30 min; response scale: percent of porcine relaxin response, buffer zero. Q9HBX9. actives 0.3% (n = 370,000). Potency, µM (titrated, usually from 57.5 µM), for the others: top-dose activation, most hits filed as activators. AID 2676; active means well fitted activation curve with a large enough effect; further: potency means the concentration at half of the fitted maximal effect; on the % scale 0 is the no-effect control and ±100 the full control effect; nearly all actives have a fitted effect of over 60% in size; many of its hits are not listed in these tables
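HEK293 cells stably expressing RXFP1, treated 30 min at 37C with compounds plus PDE4 inhibitor Ro 20174; cAMP measured by HTRF TR-FRET. Normalized to buffer and 29 nM porcine relaxin; EC50 by Hill fit.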
D2 antag: antagonizes the human D2 dopamine receptor. inhibition, % at 10 µM. actives 2% (n = 340,000). AID 485344. P14416. HEK293 TREx D2 cells, calcium flux, dopamine EC80; in the data active means inhibition above about 30%; further: 0% is about no effect
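Inhibition of EC80 dopamine-driven calcium flux, recorded kinetically, defines activity here; cells are a tetracycline-induced HEK293 T-REx line expressing force-coupled D2.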
D2 potentiator: positive allosteric modulators of human D2 dopamine receptor; actives 0.34% (n = 340,000); potentiation, % at 10 µM; HEK293 T-REx D2, calcium flux, EC20 dopamine potentiation; AID 485347; P14416;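 active means potentiation over 3 SD above the plate norm, cut at about 30% in these data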; further: 0% is about no effect
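Cells plated with tetracycline inducer and held overnight at 30 C; calcium dye loaded 30–90 min at room temperature; baseline taken, compound added and read 180 s; EC20 dopamine then added and read 180 s.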
D1 potentiator: human D1 dopamine receptor positive modulation; P21728; HEK293 TREx D1 cells, calcium flux, dopamine EC20 potentiation; potentiation, % at 10 µM; actives 0.036% (n = 360,000); in the data active means potentiation above about 30%; further: 0% is about no effect
D1 ag: activates the human D1 dopamine receptor; P21728; HEK293 T-REx D1 cells, calcium flux, agonist mode; activation, % at 2 µM; actives 1% (n = 360,000); in the data active means activation above about 30%; further: 0% is about no effect
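Agonism was scored from calcium flux recorded over 180 s (1 read/s) after pintool compound addition, following a 10-cycle baseline. Cells were inducible force-coupled HEK293 TREx D1, plated overnight at 30 C and loaded with no-wash calcium dye.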
RXFP1 antag: blocks the human relaxin receptor RXFP1. Q9HBX9. HEK293-RXFP1, relaxin-stimulated cAMP HTRF, 30 min; hits give low values. activity change, negative = inhibition, % at 57.5 µM. actives 0.59% (n = 350,000). AID 1259400;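 active means activity change of -60% or lower, but not beyond a set lower limit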; further: on the % scale 0 is the no-effect control and ±100 the full control effect
D2 ag: activates the human D2 dopamine receptor; P14416; actives 0.53% (n = 340,000); HEK293 T-REx D2 cells, calcium flux agonist mode; activation, % at 2 µM;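 active means activation over 3 SD above normal in the single-dose calcium agonist read, cut at about 30% in these data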; further: 0% is about no effect
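HEK293 Trex D2 cells, tetracycline-induced, o/n 30 C 5% CO2; no-wash Ca dye, RT 30–90 min; 10-cycle baseline, 23 nl cpd added, kinetic Ca read 180 s; agonist hits = positive Ca response.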
Numbers without * were called inactive; x = no result given. A portion of the library; count on the stated rates, not on these rows.

structure,TRHR PAM,D1 antag,RXFP1 agonist,D2 antag,D2 potentiator,D1 potentiator,D1 ag,RXFP1 antag,D2 ag
CCCOc1ccc(N2C(=O)C3C4C=CC(CC4)C3C2=O)cc1 (stereo not given),-1,-1,1.5%,-1,-6,-1,0,7,0.5
Cc1ccc(S(=O)(=O)c2c(COC(=O)c3ccc(Cl)cc3)c(-c3ccccc3)nn2C)cc1,6,7,2.4%,11,-5,-2,0,1,0.5
Cc1ccc(NC(=S)N(Cc2ccco2)C(C)c2cccs2)cc1 (stereo not given),2,-14,3.5%,-7,3,-4,3,-7,0.0
CC1(c2ccccc2)NC(=O)N(CC(=O)NNC(=O)c2ccccc2)C1=O (stereo not given),2,-43*,-0.5%,17,10,-3,4,-6,0.1
COc1ccc(C2(CNC(=O)Cc3ccc(OC)c(OC)c3)CCCC2)cc1,2,11,5.2%,-14,10,8,0,-10,-0.2
COc1cccc(Cn2cnc3c(NS(=O)(=O)c4ccc(Cl)cc4)c(C)c(C)cc32)c1,-6,2,1.0%,x,x,-3,4,-8,x
CCOc1ccc(S(=O)(=O)N(CC)CC(=O)N2CCCC2)cc1,1,21,0.1%,-8,12,-2,3,6,-1.1
CCN(CC(=O)Nc1ccc(N2CCOCC2)cc1)C(=O)Cc1ccccc1,5,-5,0.4%,11,12,-3,3,2,0.0
Cc1cc(N2CCOCC2)n2nc(C(F)(F)F)c(-c3ccccc3)c2n1,-2,5,-3.9%,-5,13,-2,3,-9,0.3
Cc1onc(-c2ccc(Cl)cc2Cl)c1-c1csc(COc2ccccc2)n1,7,10,-0.6%,-20,10,-9,19,-27,2.0
Cc1ccc(NC(=O)c2ccc(OCc3c(C)noc3C)cc2)cc1,-2,-27,-0.8%,-1,-5,2,3,x,0.0
COc1ccc(/C=C/c2ccncc2)cc1,1,-34*,-0.7%,9,-6,-9,2,-10,0.5
COc1cccc(-c2cc(C(=O)Nc3c(C)nn(Cc4ccccc4)c3C)no2)c1,5,-6,-0.3%,-12,x,-7,11,-4,1.5
CCOC(=O)CN(c1ccccc1C)S(=O)(=O)c1ccc(Cl)cc1,-11,-14,-1.1%,1,-2,0,23,-9,4.1
O=C(Nc1ccc(-c2n[nH]c(=S)o2)cc1)c1ccccc1Cl,1,16,5.1%,-11,-4,2,2,-12,-1.0
COc1cccc(C(=O)C2CCCN(C(=O)c3ccccc3Cl)C2)c1 (stereo not given),16,11,0.1%,x,x,2,2,6,x
Cc1ccc(NCc2ccccc2F)cc1,-1,18,0.4%,12,11,-8,0,0,0.0
COc1cc(C#N)ccc1OCC(=O)Nc1cccc(S(=O)(=O)N2CCCC2)c1,-9,-18,4.5%,x,x,-5,5,12,x
COc1ccc2c(CC(=O)OCC(=O)c3ccccc3OC)coc2c1,5,0,1.9%,0,3,1,10,-1,-0.1
CNS(=O)(=O)c1cnccc1N1CCN(C)CC1,4,0,0.8%,x,x,-1,4,-8,x
O=C(O)CCNc1nc(C(F)(F)F)nc2ccccc12,1,x,5.3%,-1,-2,0,-1,9,1.3
CCN(CC(=O)NCc1cccs1)S(=O)(=O)c1cc(NC(C)=O)ccc1OC,7,9,-0.3%,-25,-7,0,2,6,-0.3
CCc1ccc(-n2c(SCc3ccccc3C)nc3[nH]ncc3c2=O)cc1,-6,12,0.9%,x,-11,-4,7,-38,1.1
Cn1c(=O)c(C(=O)NNC(=O)c2cccc(Cl)c2)c(O)c2ccccc21,-1,0,1.6%,-14,x,-1,2,-20,4.1
CC1CCCN(CCC(=O)Nc2ccc3c(c2)CCC3)C1 (stereo not given),-3,31,-0.2%,17,-30,1,7,3,0.0
Cc1ccc(C(=O)N2CCN(S(=O)(=O)N3CCCCC3)CC2)cc1,2,-18,2.1%,-2,0,0,0,-1,-1.5
COCCCNC(=O)CCCCn1c(=O)c2ccccc2n(CC(=O)Nc2ccc(C)cc2C)c1=O,12,-7,3.9%,x,-3,1,-3,x,0.0
CCOc1ccccc1OCC(=O)OCC(=O)c1c(N)n(CC(C)C)c(=O)n(C)c1=O,7,-7,2.6%,-8,18,-6,8,-16,0.0
O=C1OC(c2ccccc2)/C(=C(/O)c2ccc(Cl)cc2)C1=O (stereo not given),3,-1,14%,-4,7,-3,8,-3,0.4
CCn1c(SC)nnc1-c1sc2cc(Cl)ccc2c1Cl,2,-11,0.7%,-8,14,-6,0,-6,0.3
FC(F)(F)c1cc(-c2ccco2)nc(NCc2ccc(Cl)cc2)n1,-9,4,0.8%,-8,-2,-1,8,-3,0.9
O=C(Nc1cc(Cl)ccc1O)c1cc2n(n1)C(C(F)(F)F)CC(c1ccc3c(c1)OCO3)N2 (stereo not given),-8,-18,0.0%,15,15,-6,1,-36,1.0
O=C1COc2ccc(C(=O)COC(=O)c3ncc(Cl)c(Cl)c3Cl)cc2N1,0,7,3.2%,12,2,-11,1,0,-0.1
O=C(OCn1ncc(Br)c(Br)c1=O)c1c(F)cccc1F,0,13,8.5%,2,7,-4,5,x,0.2
Cc1ccc(-c2nc(CS(=O)CC(=O)NCCc3ccc(Cl)cc3)c(C)o2)cc1 (stereo not given),2,-14,-0.4%,x,14,-4,-1,-24,-0.4
O=C(O)c1cccc(NC(=S)N/N=C/c2ccccn2)c1,-3,-7,0.4%,-28,-1,-1,-1,-2,0.3

Look-ups from the list:
CC1CCCN(CCC(=O)Nc2ccc3c(c2)CCC3)C1 (stereo not given) in D1 antag is listed with 31
COCCCNC(=O)CCCCn1c(=O)c2ccccc2n(CC(=O)Nc2ccc(C)cc2C)c1=O in D2 ag is listed with 0.0

Next part:
structure,TRHR PAM,D1 antag,RXFP1 agonist,D2 antag,D2 potentiator,D1 potentiator,D1 ag,RXFP1 antag,D2 ag
Cc1cccc(N2CCN(CCCNc3ncnc4onc(-c5ccc(Cl)cc5)c34)CC2C)c1 (stereo not given),4,2,0.1%,x,4,1,-1,x,-0.3
Cc1cc2ccccn2c1C(=O)c1nc(NCc2ccccc2)ncc1Cl,-13,-3,-1.3%,x,x,-4,6,-11,x
CCOc1ccc(NC(=O)Cc2ccc(NC(=O)N3CCCCc4ccccc43)cc2)cc1,2,-14,-0.5%,x,16,-4,1,x,-0.5
COc1ccc(C(=O)/C=C/Nc2ccc(S(N)(=O)=O)cc2)cc1OC,-5,2,0.4%,x,x,2,3,-12,x
CCCCn1nc(C(=O)N(C)C2CCCCC2)c2ccccc2c1=O,-1,-1,-0.7%,5,6,0,11,-1,-1.1
Cc1ccc(NC(=O)CN2CCN(S(=O)(=O)c3ccc(F)cc3)CC2)cc1C,4,-15,2.7%,-9,-9,-4,6,-1,0.1
O=C(c1ccc(Cl)c(S(=O)(=O)N2CCCCC2)c1)N1CCN(Cc2ccccc2)CC1,8,2,0.1%,22,4,-1,6,5,12
COc1ccccc1C(c1nnnn1C(C)(C)C)N1CCN(Cc2ccccc2)CC1 (stereo not given),-1,-10,1.1%,-16,-7,0,1,-13,0.1
Cc1cccc(N2CCN(C(c3ccccc3)c3nnc(-c4ccccc4F)o3)CC2)c1C (stereo not given),-6,16,0.6%,x,-9,-4,7,-21,0.9
CC(=O)N1c2ccc(S(=O)(=O)NCCC(=O)NC3CCCCCC3)cc2CC1C (stereo not given),3,6,0.5%,8,10,7,2,-5,0.0
Cc1cc(NC(=O)c2c(F)cccc2Cl)no1,12,-5,-0.8%,-17,31*,1,2,-16,-0.9
Cc1ccc(CNC(=O)c2oc3ccc(S(=O)(=O)N4CCCC(C)C4)cc3c2C)cc1 (stereo not given),1,-5,-3.3%,x,-4,-1,2,-11,x
O=C(CN1C(=O)/C(=C/c2ccccc2)SC1=S)NNC(=O)c1ccccc1O,6,-20,4.1%,-2,-13,-5,2,-7,1.4
CSCCC(NC(=O)COc1ccccc1)C(=O)N1CCCC(C)C1 (stereo not given),13,12,2.4%,-12,18,-8,1,9,-0.1
Cc1cccc(OC(C)C(=O)N2CCCc3ccccc32)c1 (stereo not given),-5,-3,-0.7%,-5,-4,-4,6,-21,-0.5
Brc1cccc(-c2n[nH]c(-c3ccccc3)n2)c1,-4,-13,-3.8%,4,-5,-1,5,-1,0.7
O=C(CN1CCN(c2ccccc2)CC1)NC(=O)NCc1ccccc1,-1,12,0.2%,19,-4,-6,1,-1,0.1
COc1ccccc1NC(=O)CSc1ncc2c(n1)-c1cc(Cl)ccc1N(Cc1ccccc1)S2(=O)=O,-5,-33*,3.7%,x,-2,-7,7,x,1.0
COc1ccc(N2CCN(C(=O)C3(C)CC3(Cl)Cl)CC2)cc1 (stereo not given),-3,11,-1.1%,-1,7,1,1,-19,0.5

Ordered by number of heavy atoms (descending): part of the list above
structure,TRHR PAM,D1 antag,RXFP1 agonist,D2 antag,D2 potentiator,D1 potentiator,D1 ag,RXFP1 antag,D2 ag
COc1ccccc1NC(=O)CSc1ncc2c(n1)-c1cc(Cl)ccc1N(Cc1ccccc1)S2(=O)=O,-5,-33*,3.7%,x,-2,-7,7,x,1.0
Cc1cccc(N2CCN(C(c3ccccc3)c3nnc(-c4ccccc4F)o3)CC2)c1C (stereo not given),-6,16,0.6%,x,-9,-4,7,-21,0.9
COc1ccccc1C(c1nnnn1C(C)(C)C)N1CCN(Cc2ccccc2)CC1 (stereo not given),-1,-10,1.1%,-16,-7,0,1,-13,0.1
CC(=O)N1c2ccc(S(=O)(=O)NCCC(=O)NC3CCCCCC3)cc2CC1C (stereo not given),3,6,0.5%,8,10,7,2,-5,0.0
O=C(CN1C(=O)/C(=C/c2ccccc2)SC1=S)NNC(=O)c1ccccc1O,6,-20,4.1%,-2,-13,-5,2,-7,1.4
O=C(CN1CCN(c2ccccc2)CC1)NC(=O)NCc1ccccc1,-1,12,0.2%,19,-4,-6,1,-1,0.1
CCCCn1nc(C(=O)N(C)C2CCCCC2)c2ccccc2c1=O,-1,-1,-0.7%,5,6,0,11,-1,-1.1
Cc1cccc(OC(C)C(=O)N2CCCc3ccccc32)c1 (stereo not given),-5,-3,-0.7%,-5,-4,-4,6,-21,-0.5
Brc1cccc(-c2n[nH]c(-c3ccccc3)n2)c1,-4,-13,-3.8%,4,-5,-1,5,-1,0.7
Cc1cc(NC(=O)c2c(F)cccc2Cl)no1,12,-5,-0.8%,-17,31*,1,2,-16,-0.9
